Compound activity deposited in PubChem BioAssay by National Center for Advancing Translational Sciences (NCATS).
MCF10A rereplic – induces DNA re-replication in MCF 10a normal breast cells. AID 624296. MCF 10A DNA re-replication, Hoechst nuclear intensity, 48 h. 350,000 compounds, 2.9% hits. Potency, µM (top dose mostly 46.1 µM), for inactives: top-dose activity, positive = re-replication, hits mostly activators; also: % of control where 0% means no effect; nearly all actives have a fitted effect of over 50% in size
EPAC2 antag – blocks human EPAC2 exchange factor. 360,000 compounds, 0.18% hits. EPAC2 GEF exchange of Rap1B-BODIPY-GDP, fluorescence. Q8WZA2. Potency, µM (doses to about 114 µM), inactives show at the top dose activity, negative = inhibition, hits mostly inhibitors. AID 720708; also: % is scaled to controls: 0 for no effect and ±100 for the full control effect; nearly all actives have a fitted effect of over 45% in size; many of its hits are not listed in these tables
Target sequence (Q8WZA2 whole entry, looked up): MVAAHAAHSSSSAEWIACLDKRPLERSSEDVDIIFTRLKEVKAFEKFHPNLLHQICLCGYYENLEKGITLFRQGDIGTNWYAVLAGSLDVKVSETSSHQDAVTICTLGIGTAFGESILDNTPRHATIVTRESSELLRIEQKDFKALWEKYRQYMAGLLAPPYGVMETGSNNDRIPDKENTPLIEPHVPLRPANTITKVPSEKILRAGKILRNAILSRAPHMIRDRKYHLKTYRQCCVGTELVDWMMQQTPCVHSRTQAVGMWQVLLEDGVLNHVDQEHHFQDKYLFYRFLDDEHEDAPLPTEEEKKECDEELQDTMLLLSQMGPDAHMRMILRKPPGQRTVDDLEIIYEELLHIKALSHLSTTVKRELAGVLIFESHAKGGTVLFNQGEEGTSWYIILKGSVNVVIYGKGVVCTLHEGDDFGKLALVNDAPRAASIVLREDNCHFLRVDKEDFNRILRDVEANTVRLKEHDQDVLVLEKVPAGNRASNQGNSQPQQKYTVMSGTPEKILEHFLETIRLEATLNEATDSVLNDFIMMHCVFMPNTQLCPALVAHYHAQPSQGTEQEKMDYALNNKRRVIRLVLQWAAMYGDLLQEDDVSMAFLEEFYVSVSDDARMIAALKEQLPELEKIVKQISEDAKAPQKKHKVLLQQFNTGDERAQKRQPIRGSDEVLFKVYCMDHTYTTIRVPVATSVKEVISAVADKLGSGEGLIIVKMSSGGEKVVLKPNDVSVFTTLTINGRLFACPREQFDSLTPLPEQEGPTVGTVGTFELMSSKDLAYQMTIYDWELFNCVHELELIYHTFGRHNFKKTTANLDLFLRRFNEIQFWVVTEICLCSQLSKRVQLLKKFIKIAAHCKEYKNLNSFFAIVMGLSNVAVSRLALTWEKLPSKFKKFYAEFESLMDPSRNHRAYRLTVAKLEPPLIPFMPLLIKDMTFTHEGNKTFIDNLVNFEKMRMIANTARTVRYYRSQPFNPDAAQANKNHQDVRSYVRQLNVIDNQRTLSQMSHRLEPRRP
A549 tox – A549 cytotoxicity, counter-screen for Nrf2 inhibitors. A549 ARE-Fluc cells, CellTiter-Fluor viability, 18-24 h. Potency, µM (highest dose often 46 µM), for inactives: at the highest dose activity change, negative = cytotoxicity, actives largely listed as inhibitors. 390,000 compounds, 0.16% hits. AID 504648; also: % is scaled to controls: 0 for no effect and ±100 for the full control effect
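A549 ARE-Fluc cells in 5% FBS OPTI-MEM, 5000 cells/well, rested 2 h then exposed to compounds in concentration-response for 18-24 h at 37 °C. Viability by CellTiter-Fluor fluorescence (Ex 405/Em 525) after 30 min; luciferase luminescence (BugLite, 15 min, RT) read afterwards.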
Nrf2 block – inhibitors of Nrf2 signaling; A549 ARE-Fluc reporter, luciferase luminescence, 18-24 h; Potency, µM (highest dose often 46 µM), for the others: at the top dose activity change, negative = inhibition, hits mostly inhibitors; AID 504444; 360,000 compounds, 2.1% hits; also: % is scaled to controls: 0 for no effect and ±100 for the full control effect; nearly all actives have a fitted effect of over 60% in size
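Nrf2 activity is the BugLite luminescence, read 15 min after reagent at room temperature, following CellTiter-Fluor cytotoxicity readout (30 min, 37C). Compound titrations were applied for 18-24 h to 5000 A549 ARE_Fluc cells/well in 5% FBS OPTI-MEM.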
ATXN viability – viability counter-screen for ATXN expression inhibitors; S2 cells (HEK-293 line with an ATXN2-luciferase reporter) viability, CellTiter-Fluor protease fluorescence, 24 h; Potency, µM (top dose mostly 56.7 µM), actives largely listed as cytotoxic; 400,000 compounds, 0.49% hits; AID 651635; also: nearly all actives have a fitted effect of over 40% in size
Nrf2 activator – Nrf2 pathway activation; AREc32 ARE-luciferase reporter (MCF7-derived line), luminescence, 24 h; Potency, µM (series often up to 46.1 µM), for the others: at the top dose activation, most hits filed as activators; 410,000 compounds, 0.31% hits; AID 624171; also: % of control where 0% means no effect; nearly all actives have a fitted effect of over 65% in size
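Nrf2 activation is followed as ARE-luciferase induction in the AREc32 line after one day of compound treatment; luminescence is read with Steady-Glo.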
HepG2 viability – HepG2 cytotoxicity, counter-screen for TGF-b inhibitors. HepG2 CAGA-GFP viability, ATP luminescence, 18 h. 410,000 compounds, 0.76% hits. Potency, µM (top dose mostly 46.1 µM), inactives show top-dose activity change, negative = cytotoxicity, hits mostly cytotoxic; also: some results filed as inactive show a strong effect at the top dose
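CellTiter-Glo luminescence gave cytotoxicity after 18 hours at 37 degrees C. The cells were HepG2 CAGA-GFP in 1% FBS DMEM, stimulated with 500 pg/mL TGF-beta after compound addition. %Activity was normalised to no-cell wells (complete cell-killing) and DMSO (no toxicity), and curves were fitted and classified.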
TGFb inhibitor – TGF-b pathway inhibition; AID 588855; HepG2 CAGA-GFP TGF-b/SMAD3 reporter, GFP fluorescence, 18 h; TGF-beta stimulated, 500 pg/mL final; 410,000 compounds, 1.2% hits; Potency, µM (doses to about 46.1 µM), without a hit: top-dose activity, negative = inhibition, usual class: inhibitors; also: % is scaled to controls: 0 for no effect and ±100 for the full control effect; nearly all actives have a fitted effect of over 65% in size
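TGF-beta reporter screen: HEPG2 CAGA-GFP, 1% FBS, 500 pg/mL TGF-beta final, 18 h; per-cell GFP summed per well; curves fitted and categorized by class.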
ATXN2 expr inh – inhibitors of ATXN2 expression; HEK-293 ATXN2-luciferase reporter, luminescence, 24 h; Potency, µM (titrated, usually from 57 µM), for the others: at the top dose activity change, negative = inhibition, most hits filed as inhibitors; 360,000 compounds, 0.72% hits; AID 1745845; also: % is scaled to controls: 0 for no effect and ±100 for the full control effect; nearly all actives have a fitted effect of over 55% in size
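qHTS (up to 57 uM final) was run with 24 h compound exposure of reporter cells at 37 °C. Each well was multiplexed: SteadyGlo luminescence measured ATXN2-luciferase expression after a fluorogenic Gly-Phe-AFC viability readout (25 uM final).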
* hit, by the source's call; i = inactive; ? = inconclusive; . = not tested or not shown; & = joins results of further samples; [ ] = remark or other dose. Calls follow the shape of the dose curve; as a rule, active = well fitted curve in the direction sought with a large enough effect; inconclusive = small, poorly fitted or top-dose-only effect, or another doubt; inactive = no such curve, though single readings can be large; an effect the other way counts as inactive or inconclusive. Potency is read from the fitted curve at half-maximal effect. Not all compounds are listed; the hit share may differ from the screen's.

| No. | structure | MCF10A rereplic | EPAC2 antag | A549 tox | Nrf2 block | ATXN viability | Nrf2 activator | HepG2 viability | TGFb inhibitor | ATXN2 expr inh |
| --- | --- | --- | --- | --- | --- | --- | --- | --- | --- | --- |
| 1 | COc1cc2c(C#N)c(N3CCOCC3)nc(N)c2c(N)n1 | ? | -4% | ? | ? | i | -0.8% | -47% | 5% | 3% |
| 2 | CCn1c(CC(=O)Nc2ccccc2F)nnc1SCC(=O)N1CCOCC1 | -1% | 1% | -1% | 12% | i | -0.9% | -3% | 7% | 1% |
| 3 | O=C(c1cc(-c2ccccc2)nc2ccccc12)N1CCCc2ccccc21 | 13% | -3% | -5% | ? | i | 7.2% | 3% | ? | -4% |
| 4 | COC(=O)c1c(C)oc2c1cc(NS(=O)(=O)c1cccs1)c1ccccc12 | ? | -11% | -16% | ? | i | 2.6% | -24% | 11% | -13% |
| 5 | O=C(CN1CCN(c2ccc(F)cc2)CC1)NCc1ccc(Cl)cc1 | 2% | 1% | 8% | ? | i | 0.8% | -11% | 4% | . |
| 6 | Cc1ccc(C(C)C)c(OCC(=O)OCC(=O)NC2CC2)c1 | 1% | 1% | -3% | 0% | i | 0.1% | 3% | 4% | -2% |
| 7 | CC(=O)NCCn1c(SCc2cc(F)ccc2F)nc2ccccc2c1=O | 15% | 3% | -8% | -7% | i | -0.9% | -18% | 1% | -5% |
| 8 | C/C(=N\Nc1nccnc1Cl)c1ccc([N+](=O)[O-])cc1 | -1% | -2% | -11% | -23% | i | 2.7% | 2% | ? | 5% |

Individual results from the results shown:
compound 2 | EPAC2 antag: 1%
compound 1 | EPAC2 antag: -4%

(cont.)
| No. | structure | MCF10A rereplic | EPAC2 antag | A549 tox | Nrf2 block | ATXN viability | Nrf2 activator | HepG2 viability | TGFb inhibitor | ATXN2 expr inh |
| --- | --- | --- | --- | --- | --- | --- | --- | --- | --- | --- |
| 9 | COc1ccccc1C(=O)N1CCN(C(=O)COc2cccc(C)c2)CC1 | 1% | 4% | 2% | -16% | i | 4.0% | -27% | -1% | -15% |
| 10 | CCCOC(=O)Nc1ccccc1C(N)=O | -9% | 0%[57.1 µM] | -2% | 6% | i | -0.9% | -16% | 8% | -3% |
| 11 | CC1(C)OC(c2ccccc2)=C/C(=C/C=C2C(=O)c3ccccc3C2=O)O1 | -12% | -7% | -2% | -20% | i | -0.5%[9.22 µM] | 3% | 24% | -1% |
| 12 | Cn1c(NC2CCCCC2)cc(=O)n(C)c1=O | 1% | 0% | -3% | -9% | i | -0.2% | 6% | -3% | -7% |
| 13 | COc1ccc(/C=N/NC(=S)Nc2cccc(C(=O)O)c2)cc1OC | -2% | 0% | 7% | ? | i | -0.3% | 0% | 3% | -25% |
| 14 | O=C(c1ccc(Cl)c(S(=O)(=O)N2CCOCC2)c1)N1CCN(c2ccccn2)CC1 | 2% | -9% | 8% | -8% | i | 2.3% | 2% | 12% | . |
| 15 | COc1ccc(Nc2cc(C(=O)NCc3ccccc3)c3ccccc3n2)cc1OC | . | . | -1% | 2% | i | 0.7% | -11% | -5% | 18% |
| 16 | CCOC(=O)[C@@H]1[C@H]2COc3cc(OC)ccc3[C@@H]2N2C(=O)N(c3ccc(C)cc3)C(=O)[C@]12C | -2% | -17% | -4% | -14% | i | -0.6% | -6% | 3% | 9% |

Looked up one by one from the list above, 2 records:
| No. | structure | MCF10A rereplic | EPAC2 antag | A549 tox | Nrf2 block | ATXN viability | Nrf2 activator | HepG2 viability | TGFb inhibitor | ATXN2 expr inh |
| --- | --- | --- | --- | --- | --- | --- | --- | --- | --- | --- |
| 12 | Cn1c(NC2CCCCC2)cc(=O)n(C)c1=O | 1% | 0% | -3% | -9% | i | -0.2% | 6% | -3% | -7% |
| 14 | O=C(c1ccc(Cl)c(S(=O)(=O)N2CCOCC2)c1)N1CCN(c2ccccn2)CC1 | 2% | -9% | 8% | -8% | i | 2.3% | 2% | 12% | . |

Part of the list above in order of length of the SMILES, ascending.
| No. | structure | MCF10A rereplic | EPAC2 antag | A549 tox | Nrf2 block | ATXN viability | Nrf2 activator | HepG2 viability | TGFb inhibitor | ATXN2 expr inh |
| --- | --- | --- | --- | --- | --- | --- | --- | --- | --- | --- |
| 10 | CCCOC(=O)Nc1ccccc1C(N)=O | -9% | 0%[57.1 µM] | -2% | 6% | i | -0.9% | -16% | 8% | -3% |
| 6 | Cc1ccc(C(C)C)c(OCC(=O)OCC(=O)NC2CC2)c1 | 1% | 1% | -3% | 0% | i | 0.1% | 3% | 4% | -2% |
| 5 | O=C(CN1CCN(c2ccc(F)cc2)CC1)NCc1ccc(Cl)cc1 | 2% | 1% | 8% | ? | i | 0.8% | -11% | 4% | . |
| 13 | COc1ccc(/C=N/NC(=S)Nc2cccc(C(=O)O)c2)cc1OC | -2% | 0% | 7% | ? | i | -0.3% | 0% | 3% | -25% |
| 9 | COc1ccccc1C(=O)N1CCN(C(=O)COc2cccc(C)c2)CC1 | 1% | 4% | 2% | -16% | i | 4.0% | -27% | -1% | -15% |
| 15 | COc1ccc(Nc2cc(C(=O)NCc3ccccc3)c3ccccc3n2)cc1OC | . | . | -1% | 2% | i | 0.7% | -11% | -5% | 18% |
| 4 | COC(=O)c1c(C)oc2c1cc(NS(=O)(=O)c1cccs1)c1ccccc12 | ? | -11% | -16% | ? | i | 2.6% | -24% | 11% | -13% |
| 11 | CC1(C)OC(c2ccccc2)=C/C(=C/C=C2C(=O)c3ccccc3C2=O)O1 | -12% | -7% | -2% | -20% | i | -0.5%[9.22 µM] | 3% | 24% | -1% |
| 14 | O=C(c1ccc(Cl)c(S(=O)(=O)N2CCOCC2)c1)N1CCN(c2ccccn2)CC1 | 2% | -9% | 8% | -8% | i | 2.3% | 2% | 12% | . |
| 16 | CCOC(=O)[C@@H]1[C@H]2COc3cc(OC)ccc3[C@@H]2N2C(=O)N(c3ccc(C)cc3)C(=O)[C@]12C | -2% | -17% | -4% | -14% | i | -0.6% | -6% | 3% | 9% |

Further results.
| No. | structure | MCF10A rereplic | EPAC2 antag | A549 tox | Nrf2 block | ATXN viability | Nrf2 activator | HepG2 viability | TGFb inhibitor | ATXN2 expr inh |
| --- | --- | --- | --- | --- | --- | --- | --- | --- | --- | --- |
| 17 | O=C1COc2ccc3ccccc3c21 | -1% | -2% | 1% | 4% | i | 4.4% | -25% | -1% | 2% |
| 18 | CCOC(=O)c1c(C)[nH]c(C(=O)OCC(=O)NCc2ccccc2)c1C | 28% | 4% | 1% | -25% | i | 7.2% | -32% | -9% | . |
| 19 | COc1ccc(-n2nnc(C(=O)Nc3ccccc3F)c2N)cc1 | . | . | -5% | ? | ? | -0.9% | -13% | 8% | 28% |
| 20 | CCNC(=O)NC(=O)COC(=O)c1ccccc1SCC(=O)NC(=O)NCC | ? | -1% | 1% | ? | i | 3.2% | -81% | -9% | -9% |
| 21 | O=C(Nc1ccccc1Cl)c1ccc2c(c1)N(Cc1ccc(F)cc1)C(=O)CS2=O (centres undefined) | 5%&6% | -8% | 0% | 7% | i | -0.7% | -92% | -3% | -7% |
| 22 | O=C(CN1C(=O)NC2(CCCc3ccccc32)C1=O)c1ccc(Br)cc1 (centres undefined) | 13% | -9% | 6% | 11% | i | -0.5% | -25% | 1% | 11% |
| 23 | N=c1c(C(=O)NC2CCCC2)cc2c(=O)n3ccccc3nc2n1C1CCCC1 | 17% | -7% | 12% | 1% | . | 0.2% | -11% | 14% | . |
| 24 | Cc1nc(C)c(-c2csc(Nc3cccnc3)n2)s1 | -6% | -18% | 7% | . | i | 15% | -22% | 15% | 17% |
| 25 | CC1=NN(C(=O)c2c(Br)c(C)nn2C)C(O)(C(F)(F)F)C1 (centres undefined) | -2% | 1% | -10% | -19% | i | -0.2% | -6% | 2% | 4% |
